Scp-1 inhibitor: inhibitors of human Scp-1 phosphatase | Q9GZU7 | hit rate 0.88% among 340,000 | Recombinant Scp1, phosphopeptide, malachite green phosphate absorbance | inhibition, % at 20 µM | AID 493091;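 active = inhibition above about 50% at 20 µM, limit read from the data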;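 note: plate controls were DMSO wells with enzyme for no effect and wells lacking enzyme for full effect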
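System: SCP-1 catalytic domain; Reagent: Phospho 17-mer peptide substrate; Doses: one concentration, 20 µM, with 1.0% DMSO; Incubation: 45 min room-temperature reaction, 5 min colour, 30 min stabiliser; Signal: Phosphate-binding colour reagent, absorbance read at 630 nm.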
STEP inh: inhibitors of human striatal-enriched phosphatase STEP | inhibition, % at 20 µM | P54829 | recombinant STEP, OMFP fluorogenic substrate, fluorescence | hit rate 0.25% among 360,000;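 active = inhibition at 20 µM, scaled per plate between control wells, above about 37%, limit read from the data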;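 note: 0% = DMSO with enzyme and substrate and 100% = substrate only without enzyme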
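material = STEP tyrosine phosphatase | reagent = fluorogenic phosphatase substrate OMFP at 25 µM final | doses = single compound dose of 20 µM, 1% DMSO final | schedule = 20 min reaction, room temperature, in the dark | measured by = fluorescence, 480/540 nm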
DNMT1 inh: blocks human DNA methyltransferase DNMT1; P26358; DNMT1 molecular beacon, Hinp1I cleavage, fluorescence; inhibition (reported as % activation of signal), % at 10 µM; hit rate 0.83% among 360,000; in the data active = inhibition above about 50%
MLLE-PAM2 inh: inhibitors of microRNA-mediated deadenylation, human PABP1 MLLE binding | P11940 | GST-MLLE / FITC-PAM2 fluorescence polarization | inhibition, % at 20 µM | hit rate 0.36% among 360,000; in the data active = inhibition above about 35%, passing the limit was not always enough;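 note: plate controls were DMSO wells with GST-MLLE for no effect and wells lacking GST-MLLE protein for full effect; some results filed as inactive read as strong as hits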
Target sequence (P11940 whole entry, looked up): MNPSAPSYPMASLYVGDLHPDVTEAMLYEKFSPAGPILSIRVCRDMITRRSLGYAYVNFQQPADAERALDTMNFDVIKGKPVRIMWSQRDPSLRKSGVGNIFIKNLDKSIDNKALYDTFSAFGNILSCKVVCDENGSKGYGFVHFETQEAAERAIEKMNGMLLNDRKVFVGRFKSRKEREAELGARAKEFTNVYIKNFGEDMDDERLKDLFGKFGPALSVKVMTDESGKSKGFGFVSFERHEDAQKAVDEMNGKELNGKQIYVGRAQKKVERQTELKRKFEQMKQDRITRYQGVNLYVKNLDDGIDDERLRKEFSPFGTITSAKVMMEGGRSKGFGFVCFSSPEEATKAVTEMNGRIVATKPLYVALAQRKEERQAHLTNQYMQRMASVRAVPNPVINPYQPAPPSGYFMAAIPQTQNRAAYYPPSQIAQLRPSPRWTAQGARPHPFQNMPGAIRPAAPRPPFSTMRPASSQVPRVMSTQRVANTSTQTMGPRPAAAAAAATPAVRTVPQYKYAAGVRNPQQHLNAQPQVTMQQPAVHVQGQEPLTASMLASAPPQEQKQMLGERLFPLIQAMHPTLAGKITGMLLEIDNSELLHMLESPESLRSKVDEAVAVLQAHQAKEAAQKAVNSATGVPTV
NadD inh: blocks S. aureus nicotinate mononucleotide adenylyltransferase. purified NadD enzyme, colorimetric absorbance read-out. hit rate 0.78% among 360,000. inhibition, % at 20 µM. AID 602399; in the data active = inhibition above about 26%; note: some compounds past the cut are filed as inactive
LMPTP inh: LMPTP (human) inhibition. P24666. AID 651560. inhibition, % at 20 µM. recombinant LMPTP-A, OMFP fluorogenic substrate, fluorescence intensity. hit rate 0.22% among 360,000;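 active = compounds that cut the enzyme signal by at least half of the control window in the single-dose screen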;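 note: plate controls were DMSO wells with enzyme plus substrate for no effect and substrate without enzyme for full effect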
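Assay system: LMPTP-A enzyme. Input: 0.625 nM LMPTP-A final. Probe or stimulus: 400 µM OMFP. Compound dosing: single 20 µM dose. Schedule: 50 min dark incubation at room temperature. Detection: fluorescence intensity of OMFP turnover product. Read-out: percent inhibition versus substrate-only and uninhibited controls. Benchmarks: no-enzyme low control, uninhibited high control.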
Rpn11 block: inhibitors of human proteasome Rpn11; O00487; human 26S proteasome, Ub4-pepOG fluorescence polarization; 20S core pre-blocked with epoxomicin; calls only at 20 µM; hit rate 0.59% among 360,000; AID 588493;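 active = inhibition at 20 µM, scaled to each plate's controls, above about 33%, limit read from the data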
Target sequence (O00487 whole entry, looked up): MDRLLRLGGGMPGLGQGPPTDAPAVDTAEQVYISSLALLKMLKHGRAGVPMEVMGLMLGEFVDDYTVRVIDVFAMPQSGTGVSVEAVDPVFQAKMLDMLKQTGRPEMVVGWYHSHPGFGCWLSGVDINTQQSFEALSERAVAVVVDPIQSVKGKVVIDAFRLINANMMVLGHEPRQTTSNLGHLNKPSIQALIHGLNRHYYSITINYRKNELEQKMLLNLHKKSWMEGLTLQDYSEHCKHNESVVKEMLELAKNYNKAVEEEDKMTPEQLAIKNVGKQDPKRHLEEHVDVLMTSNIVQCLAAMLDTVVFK
SUMO1 PPI mod: alters human SUMO1 binding to SIM partners; P63165; hit rate 0.33% among 360,000; SUMO1 binding to a labelled peptide, TR-FRET, 1 h; inhibition, % at 20 µM; in the data active = inhibition above about 37%
CSN deneddyl inh: CSN deneddylation inhibition | Purified CSN, SCF-Nedd8-OG deneddylation, fluorescence polarization | inhibition, % at 12.5 µM | hit rate 0.38% among 360,000 | AID 651999;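 active = pattern-corrected inhibition above about 35%, with an unprinted fluorescence ratio check between 0.5 and 1.5, limit read from the data, passing the limit was not always enough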;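 note: 0% = enzyme with substrate and 100% = substrate without enzyme; some results filed as inactive read as strong as hits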
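Assay system: HEK293T-derived human Csn5 enzyme; quantity: 0.24 nM enzyme; medium: Tris/NaCl/DTT buffer, pH 7.5; also added: substrate SCFSkp2-Nedd8OG, 10 nM; doses: 12.5 µM compound; schedule: 90 min reaction at room temperature; signal: FP; read-out: % inhibition of substrate cleavage by Csn5; benchmarks: substrate-only high control, full reaction low control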
Tb MetRS inh: blocks T. brucei methionyl-tRNA synthetase activity | hit rate 0.4% among 360,000 | inhibition, % at 11.9 µM | purified T. brucei MetRS, ATP depletion, Kinase-Glo luminescence;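 active = inhibition above a per-plate cutoff of the control wells' mean inhibition plus 3 SD, cut at about 5.5% in these data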;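 note: 0% = DMSO wells median and 100% = median of wells with control inhibitor compound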
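Test system – parasite MetRS enzyme · Reagent – substrates ATP, L-methionine and bulk Escherichia coli tRNA · Doses – 11.9 µM compound single dose, 0.9% DMSO · Times – 15 min enzyme-compound preincubation, 2 h reaction, 10 min detection, 25 °C · Signal – Kinase-Glo luminescence, ATP depletion format · Controls – DMSO-only wells as low control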
Numbers without * were called inactive; i = inactive; . = not tested or not shown; + = active, no number.

Scp-1 inhibitor,STEP inh,DNMT1 inh,MLLE-PAM2 inh,NadD inh,LMPTP inh,Rpn11 block,SUMO1 PPI mod,CSN deneddyl inh,Tb MetRS inh,structure
-9,1,-2,4,-3,-1.5,i,2,0,0.1,COc1cccc(CNC(=O)CN(c2cc(C)cc(C)c2)S(=O)(=O)c2c(C)noc2C)c1
-9,3,7,2,3,-0.6,i,25,7,0.3,Cc1ccccc1C(=O)Nc1scc(-c2ccc(Br)cc2)c1C(=O)O
-12,2,1,2,-3,-1.4,i,-18,1,-0.3,Cc1ncc([N+](=O)[O-])n1CC(O)CCl (stereo not drawn)
2,4,1,-101,-6,-1.9,i,4,4,-0.4,CCc1cccc(C)c1NC(=S)N(CCN(C)C)Cc1cccs1
-7,-2,1,-7,-7,-0.7,i,-2,0,-0.3,Cc1ccc(S(=O)(=O)N2CCN(C(=O)C3CC(=O)N(c4ccc5c(c4)OCCO5)C3)CC2)cc1 (stereo not drawn)
-2,3,-5,-4,6,2.2,i,-5,2,-0.4,COc1cc(/C=N\NC(=O)c2ccc(-c3ccccc3)cc2)cc(OC)c1O
-5,-2,0,-1,-1,0.1,i,-1,1,0.2,CCCOc1ccc(CC(=O)NCC2(c3ccccc3)CCOCC2)cc1OC
.,-4,-5,-6,12,3.7,i,6,4,0.1,COc1ccc(C(O)c2ncc(-c3cccc(OCc4ccccc4)c3)[nH]2)cc1F (stereo not drawn)
-5,3,6,-8,-4,-1.5,i,3,-4,-0.3,COC(=O)c1ccc(C(=O)NC2CCCc3c2cnn3-c2ccccc2F)nc1 (stereo not drawn)
-7,1,2,-1,-4,-1.8,i,-2,4,-0.1,CC(C)Oc1ccc(NC(=O)c2ccncc2)cc1
-6,-1,0,0,4,-1.0,i,-5,4,-0.4,CCc1ccc(C(=O)N/N=C(\C)c2ccncc2)s1
-14,-2,-9,5,1,-1.1,i,1,7,0.6,CCc1cccc2c(C(=O)COC(=O)c3ccc(O)cc3)c[nH]c12
-6,0,0,2,-3,-0.4,i,-1,0,0.1,COc1ccccc1OCC(=O)Nc1cc(C)ccc1NC(=O)c1ccco1
-5,3,-26,-6,7,0.4,i,1,0,0.0,Cc1c(NC(=O)COC(=O)COc2ccc(Nc3ccccc3)cc2)c(=O)n(-c2ccccc2)n1C
-27,0,7,-112,-5,-0.4,i,4,-3,-1.2,COc1cc2c(cc1OC)CN(C(=S)Nc1ccc(OC(F)F)cc1)CC2
-6,2,-3,6,-5,-0.1,i,1,1,0.2,COc1ccc(N2CCN(C(=O)c3ccc(C)c(NC(=O)C4=C(C)OCCS4)c3)CC2)cc1
-2,-2,7,0,-4,2.5,i,3,1,-2.6,CN(C)c1ccc(-c2nc3ccccc3n2C)cc1
-4,-2,4,10,-5,-1.5,i,2,-2,-1.1,CCCCNC(=O)c1ccc(NS(=O)(=O)c2ccccc2)cc1
-5,3,2,-28,-3,1.2,+,-14,20,0.2,O=C1c2ccccc2C(=O)c2cc(N3CCCCC3)ccc21
13,-3,61*,6,-1,-0.4,i,29,32,-0.2,Cc1nn(-c2ccccc2)c2nc(-c3ccco3)cc(C(=O)O)c12
17,-1,-3,35,1,-0.7,i,-9,-1,3.9,Cc1ccc(NC(=S)NNC(=O)C2CC2c2ccc(C)cc2)cc1 (stereo not drawn)
-2,0,-2,-13,-9,0.9,i,1,2,-0.7,Clc1cccc(C2CCN(Cc3nc(CC4CC4)no3)C2)c1 (stereo not drawn)
3,-9,3,7,-1,-0.9,i,2,4,0.6,Cc1ccc(S(=O)(=O)/N=c2\sccn2C)cc1
-8,4,3,-3,-4,0.5,i,-4,1,0.2,Cn1nc(C(=O)NNC(=O)CCOc2ccc(C(C)(C)C)cc2)c2ccccc2c1=O
.,-1,-15,5,5,1.5,i,17,11,-0.7,COc1ccc(-c2[nH]nc3nc(N4CCN(C(=O)c5ccoc5)CC4)cc(C(F)(F)F)c23)cc1
1,5,2,5,38*,3.0,i,8,2,-0.8,COc1ccc(Cc2nnc(N=Nc3c(O)[nH]c4ccc(Br)cc34)[nH]c2=O)cc1
-5,0,-2,-2,3,-1.4,i,-3,-1,0.3,COC(=O)C1CCN(C(=O)COC(=O)C2CCN(S(=O)(=O)c3ccc4c(c3)OCCO4)CC2)CC1
-6,2,3,-6,-5,0.3,i,2,5,-0.8,Cc1nn(Cc2noc(C(=O)NCc3ccc(F)cc3)n2)c(C)c1Br
-11,2,5,-1,-7,-1.9,i,-9,-8,0.2,CC(NC(=O)C(=O)N/N=C\c1ccc([N+](=O)[O-])cc1)c1ccccc1 (stereo not drawn)
1,-2,2,-15,-2,0.2,i,1,-2,-0.5,COc1cc(CN2CCCC(CO)(Cc3ccccc3F)C2)ccc1O (stereo not drawn)
-5,0,5,2,0,-0.6,i,-2,2,0.3,Nc1nnc(CCS(=O)(=O)c2ccc(Cl)cc2)s1
-6,-7,-3,-18,-3,-0.9,i,-8,-1,-1.0,Cc1ccc(-n2cccc2/C=N/n2cnnc2)cc1Cl
.,-2,2,-1,-5,0.3,i,-1,0,0.2,CCc1ccc(C(O)c2ncc(-c3ccccc3C(F)(F)F)[nH]2)cc1 (stereo not drawn)
4,-3,6,11,-1,1.1,i,10,-3,-1.3,O=C(CNC(=O)c1ccccc1F)NCCOc1cccc(Cl)c1Cl
-10,6,-1,-50,-1,2.5,i,1,1,-0.2,Cc1ccc(NC(=O)CSc2nccn2Cc2ccccc2)cc1C
-2,-1,-1,-1,7,-1.8,i,-4,-2,-0.2,COc1cc(/C=N/Nc2snc(SC)c2C#N)cc(OC)c1OC
-11,1,4,-39,13,0.4,i,0,0,-0.4,CCCCCn1c(SCC(=O)OCC)nc2cc(C(=O)NCc3ccco3)ccc2c1=O
99*,0,1,-80,19,0.6,i,4,0,0.7,CC1(C)CC(N2CCN(C(c3ccccc3)c3ccccc3)CC2)=CC(=[N+]2CCCCC2)C1
-1,-2,-2,19,3,-0.7,i,3,-1,-1.1,CC(C)NC(=O)CSc1nc(N)c(NC(=O)c2ccco2)c(=O)[nH]1
-10,-1,5,-36,-5,-0.7,i,10,0,0.1,Cc1ccc2nc(Cl)c(/C=N/Nc3nc(C)cc(C)n3)c(=O)n2c1
0,0,1,-8,0,-0.7,i,0,-11,-0.1,Cc1ccc(CN(CCO)CCO)cc1
1,2,-2,-43,0,-2.3,i,2,1,-0.8,CCc1n[nH]c(=S)n1/N=C/c1c(O)ccc2ccccc12
-5,3,2,6,4,0.6,i,-3,-2,0.2,Cc1cccc(N2CCN(C3=NC(=O)C(=C4CCCCC4)S3)CC2)c1
-6,-2,4,-13,-7,-1.4,i,6,3,-0.3,Cc1cc(=O)oc2cc(OCC(=O)NCCN3CCOCC3)c(Cl)cc12
-2,-1,-10,-30,28,1.8,i,4,-16,-0.3,CCOc1ccc(S(=O)(=O)Nc2nc3ccccc3nc2Nc2ccc(N3CCOCC3)cc2)cc1
-9,4,-1,1,-3,-0.7,i,4,0,0.3,COc1ccc(S(=O)(=O)NCC(=O)NCc2cc(=O)n(C)c(=O)n2C)cc1C

Part of the list above in order of count of non-hydrogen atoms, descending:
Scp-1 inhibitor,STEP inh,DNMT1 inh,MLLE-PAM2 inh,NadD inh,LMPTP inh,Rpn11 block,SUMO1 PPI mod,CSN deneddyl inh,Tb MetRS inh,structure
-9,4,-1,1,-3,-0.7,i,4,0,0.3,COc1ccc(S(=O)(=O)NCC(=O)NCc2cc(=O)n(C)c(=O)n2C)cc1C
-6,-2,4,-13,-7,-1.4,i,6,3,-0.3,Cc1cc(=O)oc2cc(OCC(=O)NCCN3CCOCC3)c(Cl)cc12
-5,3,2,6,4,0.6,i,-3,-2,0.2,Cc1cccc(N2CCN(C3=NC(=O)C(=C4CCCCC4)S3)CC2)c1
-10,-1,5,-36,-5,-0.7,i,10,0,0.1,Cc1ccc2nc(Cl)c(/C=N/Nc3nc(C)cc(C)n3)c(=O)n2c1
1,2,-2,-43,0,-2.3,i,2,1,-0.8,CCc1n[nH]c(=S)n1/N=C/c1c(O)ccc2ccccc12
0,0,1,-8,0,-0.7,i,0,-11,-0.1,Cc1ccc(CN(CCO)CCO)cc1

Source: PubChem BioAssay (several laboratories)
